Screening results as filed in PubChem.
RAM inhibit = inhibitors of the yeast RAM network, primary screen, dse1pr::URA3 reporter, 5-FOA selection | inhibition, % at 50 µM | AID 868, 2007 | 190,000 tested, 1.8% active | S. cerevisiae dse1pr::URA3 reporter, 5-FOA growth OD615, 2 d; analog-sensitive cbk1-as2 kinase mutant strain;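 active means inhibition above a set limit, 3 SD over mean compound inhibition, cut at about 8.4% in these data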;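 further: 0% = DMSO-only wells with no growth and 100% = 10 µM 1-NA-PP1 full growth; inhibition rescues growth on 5-FOA so higher OD means more RAM inhibition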
FLuc inh counter = firefly luciferase enzyme inhibitors, primary screen, artefact control for luciferase-based inhibitor screens, biochemical, luminescence, ATPLite; Luciferin 4-monooxygenase (Photinus pyralis), P08659; 10 min; inhibition, % at 10 µM; 200,000 tested, 1.5% active; AID 1006, 2008;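 active means inhibition above about 50% when tested at 10 µM, limit read from the data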
Target sequence (P08659 whole entry, looked up): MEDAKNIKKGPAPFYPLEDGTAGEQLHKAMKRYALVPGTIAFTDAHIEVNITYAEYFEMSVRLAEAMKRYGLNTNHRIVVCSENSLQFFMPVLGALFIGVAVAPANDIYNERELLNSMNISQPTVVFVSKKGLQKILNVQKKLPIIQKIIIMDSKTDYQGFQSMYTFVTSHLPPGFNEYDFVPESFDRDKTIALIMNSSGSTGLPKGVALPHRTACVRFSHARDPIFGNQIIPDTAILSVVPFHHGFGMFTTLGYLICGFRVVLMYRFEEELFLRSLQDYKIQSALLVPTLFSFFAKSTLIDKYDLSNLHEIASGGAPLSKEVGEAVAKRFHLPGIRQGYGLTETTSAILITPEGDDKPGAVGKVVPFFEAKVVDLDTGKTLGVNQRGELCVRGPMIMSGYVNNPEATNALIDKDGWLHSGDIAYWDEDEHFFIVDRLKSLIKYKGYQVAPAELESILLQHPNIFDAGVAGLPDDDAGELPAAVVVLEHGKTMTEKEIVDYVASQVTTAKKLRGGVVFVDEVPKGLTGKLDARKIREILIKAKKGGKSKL
NF-kB neuron act = activators of NF-kB expression in neurons, primary screen, cell-based, HTS; AID 1239, 2008; 190,000 tested, 1.6% active; human neuronal cells, NF-kB reporter expression; hits give high values; fold change at 12.5 µM; in the data active means fold change above about 3.3
STAT1 blocker = STAT1 signaling inhibitors, primary screen, cell-based, HTS, luciferase reporter | inhibition, % at 5.5 µM | NIH 3T3 STAT1-luciferase reporter, IFN-gamma, luminescence | 200,000 tested, 0.35% active | AID 920, 2007;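 active means inhibition above a set limit, the mean inhibition across all tested compounds plus 3 SD, cut at about 34% in these data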;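 further: 0% = IFN-gamma with DMSO and 100% = IFN-gamma with 300 µM nifuroxazide; values of inactives mirror those of a sister screen read the other way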
Hsp70 activator = Hsp70 transcriptional activators, primary screen, cell-based, HeLa, Hsp70 promoter luciferase, luminescence, 10 µM | HeLa Hsp70 promoter luciferase reporter; scaled: vehicle 0, proteasome-inhibitor control 100% | activation, % at 10 µM | AID 1203, 2008 | 200,000 tested, 0.04% active;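 active means activation above the mean across all tested compounds plus 3 SD, cutoff set per campaign, cut at about 5.5% in these data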;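 further: 100% = MG132 at 30 µM as the positive control and 0% = DMSO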
STAT3 blocker = IL-6 driven STAT3 reporter inhibitors, primary screen, U3A cells, luciferase, luminescence, MLSCN library. IL-6 STAT3-luciferase reporter; host cell line lacks STAT1. inhibition, % at 5.5 µM. 190,000 tested, 0.89% active. AID 862, 2007;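 active means inhibition above the mean inhibition across all screened compounds plus 3 SD, cut at about 44% in these data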;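 further: 0% = DMSO only wells and 100% = 100 µM nifuroxazide control wells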
APP 5UTR inh = inhibitors of APP translation via 5'UTR reporter, primary screen, APP 5'UTR luciferase, SH-SY5Y cells | SH-SY5Y APP 5'UTR-luciferase reporter, luminescence | inhibition, % at 2 µM | 190,000 tested, 0.82% active | AID 1285, 2008;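 active means inhibition above a set limit, derived from the sample mean plus 3 SD, cut at about 45% in these data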; further: values of inactives mirror those of a sister screen read the other way
STAT3 activator = IL-6 driven STAT3 reporter potentiators, primary screen, U3A cells, luciferase, luminescence, MLSCN library; activation (% of control), % at 5.6 µM; 190,000 tested, 0.91% active; IL-6 STAT3-luciferase reporter; 100% = signal with IL-6 EC80 alone;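 active means activation above the screen-wide mean of compound activation plus 3 SD, cut at about 130% in these data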;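 further: 0% = background luminescence of wells with medium and substrate only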
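Test system: STAT3-luciferase reporter U3A cells; Detection: reporter luminescence signal; Times: 1 h compound pre-exposure, 6 h IL-6 stimulation, 37 °C; Benchmarks: IL-6-only high control; Also added: IL-6 stimulus at 33 ng/mL final.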
STAT1 activator = STAT1 signaling activators, primary screen, cell-based, HTS, luciferase reporter | NIH 3T3 STAT1-luciferase reporter, IFN-gamma, luminescence; 100% = IFN-gamma alone, no compound | 200,000 tested, 2.6% active | activation (% of control), % at 5.5 µM | AID 932, 2007;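 active means activation above the screen-wide mean activation plus 3 SD, cut at about 130% in these data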;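 further: raw ratio to IFN-gamma control signal so 100% means no change and 0% no light; values of inactives mirror those of a sister screen read the other way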
APP 5'UTR act = activators of APP 5'UTR luciferase reporter, primary screen, SH-SY5Y cells. SH-SY5Y APP 5'UTR luciferase reporter, luminescence; zero percent = DMSO vehicle wells. 190,000 tested, 1% active. activation, % at 2 µM;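 active means activation above a set limit, based on mean plus 3 SD of controls, cut at about 140% in these data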; further: values of inactives mirror those of a sister screen read the other way
An asterisk follows results filed as active; x = no result given.

SMILES	NF-kB neuron act	STAT1 activator	APP 5'UTR act	STAT3 activator	RAM inhibit	APP 5UTR inh	STAT3 blocker	FLuc inh counter	STAT1 blocker	Hsp70 activator
N#C/C(=C\c1cn(Cc2ccc(C#N)cc2)c2ccccc12)C(=O)NCc1cccs1	1.1	105	5	103	2.6	-5	-6	0	-6	-0.3
CSc1nnc(C)c(=O)n1COC(=O)c1ccc([N+](=O)[O-])cc1	0.91	106	-1	106	0.8	1	6	-7	-7	-0.1
COc1ccc(NC(=O)C2=NN(C3CCS(=O)(=O)C3)C(=O)CC2)cn1 (configuration not stated)	1.3	100	-3	102	-1.1	3	2	-7	-1	-0.2
COCCn1c(=S)[nH]c2ncccc2c1=O	1.1	101	4	96	0.8	-4	4	-7	-1	0.0
O=c1[nH]c(CN2CCN(c3ccccc3)CC2)nc2scc(-c3ccccc3)c12	1.1	90	11	92	0.0	-10	10	-7	11	-0.4
Cc1ccc(S(=O)(=O)NCCSc2nnnn2C)cc1	0.99	100	4	95	1.6	-4	9	-6	0	-0.5
c1ccc(-c2nc(N3CCOCC3)c3ccccc3n2)nc1	1.1	108	2	105	2.5	-2	-3	-5	-9	-0.3
CC(C)(C)CC(=O)NCCCN1CCOCC1	1.3	104	-5	93	1.5	5	13	-5	-7	-0.3
CC(NCC(O)COC1CCC(C(C)(C)C)CC1)c1ccccc1 (configuration not stated)	1.2	107	0	98	2.7	0	4	-2	-9	-0.2
COc1cc(C=C(c2nc3ccccc3s2)c2nc3ccccc3s2)cc(OC)c1O	0.6	96	16	102	4.2	-16	1	2	5	-0.3
CCN1C(=O)/C(=C2/C(=O)N3c4c(cc(OC(C)=O)cc42)C(C)=CC3(C)C)SC1=S	1.1	105	4	105	8.7*	-4	-9	2	-6	-0.3
Cc1ccc(NC(=O)Cn2nc(-c3ccccc3)nc2-c2ccccc2)c(C)c1	1.6	99	10	101	4.8	-10	2	-7	1	-0.5
O=C(Nc1nc(-c2ccc(S(=O)(=O)N3CCCC3)cc2)cs1)c1cccs1	0.3	85	x	63	3.0	-22	47*	-2	17	-0.1
O=C1/C(=C\c2ccc(O)cc2)SC(=S)N1c1cccnc1	1.1	105	-8	96	3.5	8	8	-2	-8	-0.3
O=C(NCc1cccc(C(F)(F)F)c1)C1CCCN(c2ncccn2)C1 (configuration not stated)	0.93	101	-11	105	-0.7	11	4	-4	-1	-0.1
CCCc1cc(=O)[nH]c(SCc2nc3ccccc3s2)n1	0.92	104	-1	109	3.8	1	-8	-6	-4	-0.2
O=C(CNC(=S)N(Cc1ccccc1)Cc1cccnc1)N1CCOCC1	0.97	98	-23	103	2.9	23	5	-7	2	0.1
COc1ccc(C(=O)c2cc([N+](=O)[O-])ccc2N2CCN(C)CC2)cc1	1	100	-65	101	1.3	65*	2	-6	-2	-0.3
COc1ccccc1OCC(=O)Nc1nonc1NC(=O)COc1ccccc1OC	1.3	85	1	87	3.1	-1	20	1	16	-0.3
CC(=O)Nc1ccc(S(=O)(=O)N2CCCCC2C(=O)O)cc1 (configuration not stated)	0.89	99	-5	100	0.4	5	0	-7	1	0.4
CCCOc1ccc(/C=N/NC(=O)C(C)Sc2ccccn2)cc1OCC (configuration not stated)	1	106	-12	106	0.9	12	-7	-10	-7	-0.4
COc1ccc(CNC(=O)C2CCN(S(=O)(=O)c3ccc(-c4nn[nH]n4)cc3)CC2)cc1	1	101	-1	95	0.9	1	9	-2	-1	-0.1
CC(=O)NC(Cc1c[nH]c2ccccc12)C(=O)N/N=C/c1ccccc1 (configuration not stated)	1.2	103	5	104	0.7	-5	4	-4	-5	-0.3
O=C(CCCCCNS(=O)(=O)c1ccc(Br)cc1)NCCN1CCOCC1	1.1	93	12	97	0.0	-12	11	-10	7	-0.5
O=C(c1ccc(N2CCCC2=O)cc1)N1CCOCC1	1.1	100	-8	102	0.8	8	4	-6	0	-0.1
COc1ccccc1N(CC(=O)N/N=C/c1c(O)ccc2ccccc12)S(C)(=O)=O	2.9	99	-37	94	-1.3	37	5	-3	3	-0.3
CC(Oc1ccc(C(=O)c2ccccc2)cc1)C(=O)Nc1ccc(S(N)(=O)=O)cc1 (configuration not stated)	1.1	97	15	84	1.9	-15	26	-4	4	-0.3
CCc1ccc(C2CC(c3ccc(F)cc3)Nc3nc(N)nn32)cc1 (configuration not stated)	1.1	95	3	101	1.8	-3	-1	-5	6	-0.2
CCOc1ccc(NC(=O)CC2C(=O)N(c3ccccc3)C(=O)N2Cc2ccccn2)cc1 (configuration not stated)	0.76	108	x	103	-0.1	x	4	-6	-8	-0.4
CC(C)CCNC(=O)CCc1nnc(Cc2c[nH]c3ccccc23)o1	1	100	3	103	0.4	-4	0	-3	-2	-0.2
N#Cc1c(SCC(=O)Nc2ccccc2)nsc1SCC(=O)Nc1ccccc1	0.96	93	21	96	3.7	-21	4	-6	8	-0.3
CC(=O)Nc1ccc(C(=O)Cn2c3[n+](c4c(F)c(F)ccc42)CCCCC3)cc1	0.99	100	-1	111	0.1	1	-3	-9	-3	-0.1
COc1ccc(S(=O)(=O)N2CCCOC2CNC(=O)C(=O)NCCCn2ccnc2)cc1OC (configuration not stated)	0.92	108	7	99	2.0	-7	1	-5	-8	-0.2
O=C(O)c1ccc(CSc2nc(-c3ccccc3)cc(C(F)(F)F)n2)cc1	0.92	86	-5	94	7.7	5	4	-11	16	-0.2
COc1ccc(CN(C(=O)c2nsc(Cl)c2Cl)C(C(=O)NC2CCCC2)c2ccc(OC)cc2)cc1 (configuration not stated)	0.76	97	x	109	3.0	x	-10	-2	3	-0.1
Nc1c2c3c(sc2nc(=O)n1N)CCCC3	1.7	103	-4	99	0.8	4	5	-6	-5	-0.3
COc1ccc(C(=O)N/N=C/c2ccc(OC(=O)c3ccccc3)cc2)cc1	1.1	102	-2	105	1.5	2	-8	-7	-2	-0.1
COC(=O)C1=C(N)Oc2cc(C)n(CC3CCCO3)c(=O)c2C1c1ccccc1 (configuration not stated)	0.89	104	-20	100	0.5	20	1	-1	-5	0.0
COc1ccc(S(=O)(=O)N2CCCC2C(=O)NCc2cccs2)cc1 (configuration not stated)	0.97	101	-7	103	0.5	8	6	-3	-2	-0.3
COc1ccc(S(=O)(=O)N2CCCCCC2)cc1C(=O)OCC(=O)NC(C)(C)C	0.99	106	-19	94	1.1	19	10	-3	-6	0.0
O=C(Nc1ccccc1N1CCCCC1)c1ccco1	1	101	-9	88	0.0	8	18	-10	-1	-0.3
COc1cccc(NC(=O)N2CCCc3ccccc32)c1	0.98	105	-4	109	-0.5	4	-2	-3	-7	0.1
O=C(Nc1ccc(C(F)(F)F)cc1Cl)c1ccc(Cn2cc(Br)cn2)o1	1.2	98	5	96	7.7	-4	8	-3	2	-0.3
C/C(Cn1nnc2ccccc21)=N/OC(=O)c1c(F)cccc1F	1.1	97	20	106	1.9	-20	6	-7	2	0.1
COCC(C)NC(=O)CSc1nc(-c2ccccc2)c(-c2ccccc2)o1 (configuration not stated)	0.95	89	-1	93	1.1	1	5	-1	11	-0.1
COc1ccc(S(=O)(=O)N2CCCC(C(=O)Nc3cccnc3)C2)cc1Cl (configuration not stated)	0.87	95	1	86	-0.2	-1	20	-9	4	0.1
COc1cc(OC)c(C#N)c(S(=O)(=O)Cc2ccccc2)c1	1.3	98	26	94	1.5	-26	12	-7	3	-0.4
O=C(CSc1n[nH]c(-c2ccncc2)n1)NCCc1ccccc1	1.1	95	-7	97	2.1	7	6	-7	6	-0.1
CCC(CC)c1nnc(NC(=O)c2ccc([N+](=O)[O-])cc2)s1	1.2	110	0	93	3.0	0	9	0	-12	-0.3
c1ccc(-n2nnnc2SCCCSc2nc3ccccc3s2)cc1	0.96	101	1	131	6.3	-1	-29	-8	-1	0.1
Cc1cccc(C(=O)NC2=NCCS2)c1	3.3*	112	139*	90	0.5	-139	14	54*	-15	0.0
O=C(c1nn(-c2ccccc2)c(=O)c2ccccc12)N1CCN(c2ccccn2)CC1	0.7	93	-11	102	0.4	11	0	-7	8	-0.3
COc1ccc(CCN=Cc2c(C)[nH]n(-c3ccc([N+](=O)[O-])cc3)c2=O)cc1OC	0.96	105	-24	99	5.1	24	3	-4	-6	0.0

In the list so far, these have a halogen.
SMILES	NF-kB neuron act	STAT1 activator	APP 5'UTR act	STAT3 activator	RAM inhibit	APP 5UTR inh	STAT3 blocker	FLuc inh counter	STAT1 blocker	Hsp70 activator
O=C(NCc1cccc(C(F)(F)F)c1)C1CCCN(c2ncccn2)C1 (configuration not stated)	0.93	101	-11	105	-0.7	11	4	-4	-1	-0.1
O=C(CCCCCNS(=O)(=O)c1ccc(Br)cc1)NCCN1CCOCC1	1.1	93	12	97	0.0	-12	11	-10	7	-0.5
CCc1ccc(C2CC(c3ccc(F)cc3)Nc3nc(N)nn32)cc1 (configuration not stated)	1.1	95	3	101	1.8	-3	-1	-5	6	-0.2
CC(=O)Nc1ccc(C(=O)Cn2c3[n+](c4c(F)c(F)ccc42)CCCCC3)cc1	0.99	100	-1	111	0.1	1	-3	-9	-3	-0.1
O=C(O)c1ccc(CSc2nc(-c3ccccc3)cc(C(F)(F)F)n2)cc1	0.92	86	-5	94	7.7	5	4	-11	16	-0.2
COc1ccc(CN(C(=O)c2nsc(Cl)c2Cl)C(C(=O)NC2CCCC2)c2ccc(OC)cc2)cc1 (configuration not stated)	0.76	97	x	109	3.0	x	-10	-2	3	-0.1
O=C(Nc1ccc(C(F)(F)F)cc1Cl)c1ccc(Cn2cc(Br)cn2)o1	1.2	98	5	96	7.7	-4	8	-3	2	-0.3
C/C(Cn1nnc2ccccc21)=N/OC(=O)c1c(F)cccc1F	1.1	97	20	106	1.9	-20	6	-7	2	0.1
COc1ccc(S(=O)(=O)N2CCCC(C(=O)Nc3cccnc3)C2)cc1Cl (configuration not stated)	0.87	95	1	86	-0.2	-1	20	-9	4	0.1
